Compound activity (PubChem)
FBPA coupling cs: counter-screen for Giardia aldolase inhibitors: coupling enzyme system; coupling enzyme system counterscreen, AmpLite Red fluorescence; 290,000 compounds, 0.67% hits; activity change, negative = inhibition, % at 58.2 µM, hits read low; in the data active = activity change below about -30%; also: % is scaled to controls: 0 for no effect and ±100 for the full control effect
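Counterscreen of the coupled detection system alone, without aldolase: glyceraldehyde-3-phosphate coupling enzymes plus AmpLite Red readout. Compounds at 57.5 uM final, 10 min RT preincubation, 20 min RT reaction, fluorescence 525/598 nm.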
PKM2 activator: increases activity of human pyruvate kinase M2; P14618; purified PKM2, Kinase-Glo ATP luminescence, activation; response scale: 0% is enzyme alone, no compound; Potency, µM (series often up to 57.5 µM), for inactives: at the highest dose activation, usual class: activators; 260,000 compounds, 0.34% hits; AID 1631; also: potency is read from the fitted curve at half-maximal effect; % is scaled to controls: 0 for no effect and ±100 for the full control effect; nearly all actives have a fitted effect of over 55% in size
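Purified hPK-M2 (>95%) run at intermediate activity with 0.1 mM ADP and 0.5 mM PEP in 50 mM imidazole pH 7.2, KCl, MgCl2; 1 h room temperature. ATP formed read by Kinase-Glo luminescence; normalized to uninhibited and no-enzyme controls.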
hERG WT inh: KCNH2 (human, wildtype) channel inhibition; Q12809; U2OS, BacMam KCNH2, thallium flux FluxOr; stronger effect = lower value; activity change, % at 1.84 µM; 340,000 compounds, 0.37% hits;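 active = maximum activity change below -70%; inconclusive = maximum activity change between -70% and -50%; inactive = maximum activity change above -50%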; also: % is scaled to controls: 0 for no effect and ±100 for the full control effect
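U2OS cells transduced with wild-type KCNH2 virus are loaded with FluxOr dye for 45 min, and thallium flux is measured in kinetic reads before and after stimulation buffer. Rate constants are normalized to DMSO controls.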
B2AR arrestin: recruits beta-arrestin to the human beta2-adrenergic receptor | beta-arrestin recruitment to beta2AR, cell-based reporter | P07550 | Potency, µM (doses to about 46.1 µM), for inactives: at the highest dose activation, usual class: activators | 330,000 compounds, 0.02% hits;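 also: potency is read from the fitted curve at half-maximal effect; 0% = DMSO controls and full agonism = EC100 isoproterenol or metaproterenol; nearly all actives have a fitted effect of over 65% in size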
TRPV1 agonist: activates the human vanilloid receptor TRPV1 | TRPV1-expressing cells, Fluo-8 calcium influx, agonist mode | Q8NER1 | activation, % at 8.33 µM | 320,000 compounds, 0.19% hits; in the data active = activation above about 80%; inconclusive = between about 30% and that limit; also: 0% is about no effect
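Fluo-8 calcium influx in TRPV1-expressing cells, kinetic read (ex 480/em 520 nm). Compound added and read 3 min for agonist activity, followed by capsaicin at EC20 final and 2 min further read for enhancement.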
Giardia kill: Giardia lamblia killing; Giardia lamblia trophozoite viability; activity change, % at 7.66 µM, hits read low; 340,000 compounds, 0.15% hits; AID 540267; in the data active = activity change below about -80%; inconclusive = between about -30% and that limit;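 also: parasites exposed to compound for two days anaerobically before the ATP read; % is scaled to controls: 0 for no effect and ±100 for the full control effect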
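Trophozoite viability was measured as ATP-dependent luminescence, read 15-30 min after reagent addition. Before that, parasites at 100 cells/well were exposed to compounds for 48 h, anaerobically, at 37 deg C.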
GALK inh: blocks human galactokinase activity. P51570. Potency, µM (top dose mostly 57.5 µM), without a hit: top-dose activity change, negative = inhibition, hits mostly inhibitors. Purified GALK, Kinase-Glo residual ATP luminescence. 270,000 compounds, 0.007% hits; also: potency is read from the fitted curve at half-maximal effect; % is scaled to controls: 0 for no effect and ±100 for the full control effect
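GALK at 5 nM final was combined with compound, 35 uM ATP and 100 uM galactose in HEPES pH8.0 with MgCl2 and DTT. The reaction ran one hour at room temperature before luminescent ATP detection.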
USP2a block: inhibitors of human ubiquitin-specific protease USP2a | O75604 | USP2 core, Ub-CHOP2 coupled fluorogenic reporter, 485/531 | Potency, µM (series often up to 38.3 µM), inactives show at the highest dose activity change, negative = inhibition, hits mostly inhibitors | 330,000 compounds, 0.01% hits | AID 463254;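 also: potency is read from the fitted curve at half-maximal effect; plate controls were DMSO wells for no effect and full inhibition by NEM control for full effect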
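Cell-free coupled assay: 10nM USP2 core preincubated 30min RT with compound in Tris-HCl pH 8.0/CaCl2/CHAPS buffer, then 25nM Ub-CHOP2 and 25nM reporter substrate; fluorescence (Ex 485/Em 531) read after 60min RT, normalized to NEM inhibition, concentration-response curves fitted.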
KCNH2 3.1 inh: blocks the human KCNH2 3.1 channel isoform; U2OS KCNH2 3.1, thallium flux FluxOr; stronger effect = lower value; activity change, % (tested at about 1.8 µM); 340,000 compounds, 0.95% hits;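 active = maximum activity change below -70%; inconclusive = maximum activity change from -70% to -50%; inactive = maximum activity change above -50%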;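 also: thallium influx rate constant from kinetic fluorescence after stimulation buffer; % is scaled to controls: 0 for no effect and ±100 for the full control effect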
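Thallium flux via FluxOr fluorescence (Red40 quencher, 45 min loading) in U2OS cells virally expressing the KCNH2 3.1 isoform (1.77 x 10^8 /mL virus, overnight at 37 C). Rate constants from 2-min kinetic reads post-stimulation, normalised to positive and negative controls.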
CXXC DNA block: inhibitors of human MLL CXXC domain-DNA interaction; Q03164; MLL-CXXC / FITC-HOXA9 DNA fluorescence polarization; Potency, µM (top dose mostly 115 µM), inactives show top-dose activity change, negative = inhibition, actives largely listed as inhibitors; 290,000 compounds, 0.037% hits; AID 2662; active = well fitted inhibition curve with a large enough effect in the polarisation, with a control signal flat, not every such curve was filed as active; inconclusive = small, poorly fitted or top-dose-only effect, or effect the other way, or a change in a side signal; inactive = no such curve, though single readings can be large or run the other way; the % refers to the polarisation; also: potency is read from the fitted curve at half-maximal effect
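Fluorescence polarization: 7 uM MLL-CXXC (stock) preincubated 5 min with compounds, then 50 nM fluorescein-HOX-A9 DNA (stock) added; 30 min ambient. Buffer 50 mM Tris-HCl pH 7.5, 50 mM NaCl, 1 mM DTT, 0.05% BSA.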
Menin-MLL TR inh: inhibitors of human menin-MLL interaction, mutant MLL peptide; AID 1768; Menin + Texas Red MLL mutant peptide, fluorescence polarization; 270,000 compounds, 0.23% hits; O00255; Potency, µM (highest dose often 61.6 µM), for the others: at the top dose FP activity change, negative = inhibition, actives largely listed as inhibitors; active = well fitted inhibition curve with a large enough effect in the polarisation, with a control signal flat, not every such curve was filed as active; inconclusive = small, poorly fitted or top-dose-only effect, or effect the other way, or a change in a side signal; inactive = no such curve, though single readings can be large or run the other way; the % refers to the polarisation; also: potency is read from the fitted curve at half-maximal effect; % of control where 0% means no effect; many of its hits are not listed in these tables
Active calls of the source: *; ? = inconclusive; · = not tested or not shown; [ ] = another dose, or the depositor's remark. Unless noted, calls follow the shape of the dose curve; as a rule, active = well fitted curve in the direction sought with a large enough effect; inconclusive = small, poorly fitted or top-dose-only effect, or another doubt; inactive = no such curve, though single readings can be large; an effect the other way counts as inactive or inconclusive.

SMILES | FBPA coupling cs | PKM2 activator | hERG WT inh | B2AR arrestin | TRPV1 agonist | Giardia kill | GALK inh | USP2a block | KCNH2 3.1 inh | CXXC DNA block | Menin-MLL TR inh
CC(NC(=O)C1CCCN(C(=O)c2ccc(Cl)cc2)C1)c1cccc(C(F)(F)F)c1 (stereo not given) | · | · | -6 | 0.4% | 23 | 17 | · | -4% | -8 | · | ·
Cc1ccc(S(=O)(=O)N(CC(=O)Nc2ccccc2C(=O)O)c2ccccc2)cc1 | -4 | -1% | -7 | -0.1% | 3 | -28 | -2% | 1% | 14 | 0% | 3%
CCOC(=O)C1=C(C)NC2=C(C(=O)OC2)C1c1ccccc1 (stereo not given) | -1 | 1% | -1 | 0.1% | 1 | -8 | 0% | 0% | 0 | -4% | 2%
COc1ccc(OCC(=O)NNC(=S)NC(=O)c2ccc([N+](=O)[O-])cc2)cc1 | 6 | -17% | 0 | -1.0% | 1 | 7 | -1% | -1% | 12 | -7% | ?
CCOC(=O)c1nc(-c2ccccc2)sc1C(C)=O | 0 | 4% | -1 | 0.5% | 10 | -13 | -3% | 0% | -6 | -15% | ·
COc1ccc(CCNC(=O)c2cc3c(=O)n4cccc(C)c4nc3n(CC3CCCO3)c2=N)cc1 (stereo not given) | 6 | 5%[0.46 µM] | -38 | -0.1% | 0 | 7 | -1% | 1% | ? | -1% | 4%
CSCC[C@H](NC(=O)NCCC1=CCCCC1)C(=O)O | 0 | 3% | -4 | -0.7% | 1 | 14 | 8% | 0% | -5 | -3% | -12%
CCCn1c2ccccc2c2cnn(CC(=O)NC3CCCC(C)C3C)c(=O)c21 (stereo not given) | · | · | 0 | -0.1% | 0 | 9 | 5% | 1% | -1 | 9% | ·
CCOC(=O)C1=C(COC(=O)/C=C/c2ccccc2F)NC(=O)NC1C (stereo not given) | · | · | 0 | 0.0% | 7 | 3 | · | -1% | 0 | · | ·
CCOC(=O)c1ccc(S(=O)(=O)NC2CCC(C)CC2)cc1 (stereo not given) | · | · | -4 | 0.2% | 5 | 5 | · | 2% | 3 | · | ·
CCOC(=O)[C@@H]1[C@H]2COc3ccccc3[C@H]2N2C(=O)N(c3ccc(Cl)cc3)C(=O)[C@@]12C | -3 | -3% | -2 | -0.7% | ? | 43[activator] | · | 0% | -29 | -6% | 13%
CCCCNC(=O)c1cc(-c2ccc(OC)c(OC)c2)on1 | -1 | -20% | -7 | 0.1% | · | 3 | 0% | 3% | 3 | -5% | 1%[11.7 µM]
Cc1cccc([N+](=O)[O-])c1NC(=O)COC(=O)c1nc2nccc(C)n2n1 | · | · | -9 | -0.3% | -3 | -17 | · | 0% | -27 | · | ·
CC(C)(C)c1ccc(/C=C/C(=O)N2CCCCC2)cc1 | 0 | 0% | · | -0.9% | 94* | -9 | 3% | -1% | 1 | 10% | ?
COCCn1c(SCC(=O)N2CCC(C)CC2)nc2c(c1=O)SCC2 | · | 4% | -1 | 0.0% | 0 | -11 | -1% | 1% | -9 | -4% | ·
Cc1ccc(N2CC(C(=O)NC3=NCCS3)CC2=O)cc1 (stereo not given) | 3 | -3% | -22 | 0.2% | -3 | 9 | 5% | 2% | -27 | -1% | 8%
CCOC(=O)N1CCC(O)(c2cc(C)c(C)cc2C)CC1 | 1 | 4% | -19 | -1.0% | 13 | 4 | 4% | -1% | 10 | 4% | 3%
C#CCOCCOCCOCCNc1nc(N2CCN(C(=O)[C@H](CCCCN)n3cc(C(N)CO)nn3)CC2)nc(N2CCN(C(=O)[C@H](CCC(=O)O)n3cc(C(N)[C@H](C)CC)nn3)CC2)n1 (stereo not given in full) | 1 | 1% | · | -1.0% | 1 | · | 0% | 4% | · | -6% | 1%
COc1ccc(-n2c(Cc3cccs3)nnc2SCC(=O)Nc2ccc3c(c2)OCCO3)cc1 | 5 | 2% | 3 | -0.6% | -2 | 10 | 0% | 1% | -5 | 4% | 0%
CCc1nnc(NC(=O)CN2CCC(O)(c3ccccc3OC)CC2)s1 | 9 | -1% | -10 | -0.3% | 1 | -4 | -2% | 0% | 5 | -7% | -1%
CCOC(=O)c1ccc(CNC(=O)CSc2nc(NC(=O)c3ccccc3)c3c(C)c(C)oc3n2)cc1 | 1 | 6% | -1 | 0.1% | 25 | 2 | 3% | 3% | -27 | 10% | -13%
CCc1cccc2[nH]c3cc([N+](=O)[O-])ccc3c12 | 0 | -6% | -2 | -0.4% | 19 | -22 | 1% | 2% | 14 | 3% | 33%[activator]
CCCCC(=O)NC(Nc1sc2c(c1C(N)=O)CCCC2)(C(=O)OCC)C(F)(F)F (stereo not given) | -1 | 3% | -2 | -0.3% | 5 | 3 | · | 5% | 9 | -6% | -1%
CC(=O)NC(Cc1cccc(F)c1)C(=O)NC1CCN(C(=O)c2cccc(C)c2)CC1 (stereo not given) | -4 | 2% | 5 | 0.1% | 12 | -18 | 0% | 0% | -11 | -2% | -2%
O=C(O)CCc1ccc(S(=O)(=O)N2CCOCC2)cc1 | 5 | 3% | 0 | 0.0% | -3 | -5 | -2% | 0% | 5 | -3% | ·
The results go on:
SMILES | FBPA coupling cs | PKM2 activator | hERG WT inh | B2AR arrestin | TRPV1 agonist | Giardia kill | GALK inh | USP2a block | KCNH2 3.1 inh | CXXC DNA block | Menin-MLL TR inh
O=C(COC(=O)C1(c2ccc(F)cc2)CCCC1)Nc1ncc(C(F)(F)F)cc1Cl | 0 | -1% | -1 | -0.3% | 11 | -10 | -2% | 1% | -5 | 4% | -5%
O=C1C(CCCNC(=S)NCc2ccccc2)NC(=S)N1Cc1ccccc1 (stereo not given) | 0 | 14% | -8 | -1.4% | 11 | 11 | 0% | -1% | -3 | -9% | ?
CCn1nc(C)c(CNC(=O)C2CCC(=O)N(CCc3ccc(OC)cc3)C2)c1C (stereo not given) | 1 | -10% | -1 | -1.1% | -1 | 7 | 7% | 3% | 2 | 3% | -1%
CC(Nc1cc(N2CCCC2)ccc1[N+](=O)[O-])c1ccccc1 (stereo not given) | 1 | -5% | 11 | -0.8% | ? | -3 | -3% | 2% | 8 | 18% | -10%
Cn1c(NC(=O)c2ccccc2C(F)(F)F)cc(=O)n(C)c1=O | -1 | 9% | -10 | 0.2% | 0 | 6 | 1% | 2% | -4 | -1% | -15%
C=CCNC(=S)NNc1nc2c(c(=O)[nH]1)C1(CCCCC1)Cc1ccccc1-2 | -6 | -3% | -14 | -0.1% | 19 | 37[activator] | 1% | -5% | 7 | -5% | 4%
CCN(CC(=O)NCc1cccs1)C(=O)CCCOc1ccccc1 | · | · | 0 | -0.2% | 9 | -1 | · | 2% | -3 | · | ·
COc1cccc(NC(=O)COC(=O)c2sccc2C)c1 | · | · | 1 | 0.0% | · | 12 | · | -1% | -3 | · | ·
CCOC(=O)C(NC(=O)c1ccccc1)(OCC1(CC)COC1)C(F)(F)F (stereo not given) | 2 | 7% | -2 | -0.4% | 0 | -15 | 2% | -3% | 2 | 7% | 38%[activator]
O=C(CNc1ccc(F)cc1)N/N=C1\CCCc2ccccc21 | -5 | -3% | -5 | -0.3% | 0 | 5 | -1% | 1% | 13 | -2% | 0%
CCOc1ccc(CCNC(=O)c2cnccn2)cc1OCC | -1 | 2% | -5 | -0.3% | 2 | 5 | 14% | 3% | -6 | 8% | -27%

Entries of single compounds, quoted from the list.
O=C1C(CCCNC(=S)NCc2ccccc2)NC(=S)N1Cc1ccccc1 (stereo not given) across the screens: FBPA coupling cs: 0; PKM2 activator: 14%; hERG WT inh: -8; B2AR arrestin: -1.4%; TRPV1 agonist: 11; Giardia kill: 11; GALK inh: 0%; USP2a block: -1%; KCNH2 3.1 inh: -3; CXXC DNA block: -9%; Menin-MLL TR inh: ?
O=C(COC(=O)C1(c2ccc(F)cc2)CCCC1)Nc1ncc(C(F)(F)F)cc1Cl across the screens: FBPA coupling cs: 0; PKM2 activator: -1%; hERG WT inh: -1; B2AR arrestin: -0.3%; TRPV1 agonist: 11; Giardia kill: -10; GALK inh: -2%; USP2a block: 1%; KCNH2 3.1 inh: -5; CXXC DNA block: 4%; Menin-MLL TR inh: -5%

Results in B2AR arrestin, for some of the entries so far:
molecule | B2AR arrestin
CSCC[C@H](NC(=O)NCCC1=CCCCC1)C(=O)O | -0.7%
C=CCNC(=S)NNc1nc2c(c(=O)[nH]1)C1(CCCCC1)Cc1ccccc1-2 | -0.1%

The list is partial, so the mix of outcomes need not match the whole.
